TbPYK inhibitor: blocks Trypanosoma brucei pyruvate kinase | Q57TT1 | TbPYK enzyme, Kinase-Glo Plus ATP luminescence, 45 min | Potency, µM (titrated, usually from 76.8 µM), without a hit: at the top dose activity, negative = inhibition, usual class: inhibitors | 0.12% of 410,000 active; active = well fitted inhibition curve with a large enough effect; also: nearly all actives have a fitted effect of over 50% in size
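Glycolytic pyruvate kinase of T. brucei was incubated with substrate, test compound and 130 uM ADP for 45 minutes at room temperature. Luminescent Kinase-Glo Plus signal was measured after 10 minutes.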
* = called active by the depositor; [ ] = dose if it differs, or a comment. % is scaled to controls: 0 for no effect and ±100 for the full control effect; potency is read from the fitted curve at half-maximal effect. An excerpt; the hit share may differ from the screen's.

SMILES	TbPYK inhibitor
Cc1ccc(C(=O)Nc2cccc(C(=O)O)c2)cc1S(=O)(=O)N1CCCC1	-1%
CCCC(=O)N1CCC1(C)C(=O)NS(=O)(=O)c1ccc(OC)cc1 (stereo not drawn)	0%
CC(C)C1C(=O)N(Cc2cn(Cc3ccco3)nn2)CCS(=O)(=O)N1Cc1ccc(-c2ccccc2)cc1 (stereo not drawn)	2%
CCOC(=O)c1ccc(N2C(=O)c3[nH]nc(-c4ccc(C)cc4)c3C2c2ccc(O)c(OCC)c2)cc1 (stereo not drawn)	2%
CC1CCn2c(nc3cc(C(=O)NCCc4ccccc4)ccc32)C1 (stereo not drawn)	0%
CCCCCC(=O)N1C[C@@H](O)[C@H](n2cc(COC(=O)c3ccccc3)nn2)C[C@@H]1c1ccc(Cl)cc1	-4%
OCC[C@@H]1C[C@H](O)[C@@H](O)[C@]2(OCCc3cc(Cl)ccc32)O1	1%
COc1cccc(N2CC(NC(=O)c3ccc4c(c3)OCO4)CC2=O)c1 (stereo not drawn)	-1%
CC(=O)Nc1ccc2nc(NC(=O)CS(=O)(=O)c3ccc(C)cc3)sc2c1	6%[15.4 µM]
O=S(=O)(Nc1ccc(Cl)cc1)c1cccc(S(=O)(=O)c2ccc(Cl)c(Cl)c2)c1	2%
Cc1cccn2c(=O)c3cc(C(=O)NC(C)C)n(C)c3nc12	-1%
Cc1cccc(OCC(=O)Nc2cccc(-c3nc4ccccc4s3)c2)c1	1%
COc1cc2cc(CNc3ccccc3)c(=O)n(CC(=O)Nc3cc(C)cc(C)c3)c2cc1OC	-3%
C[C@@H]1CN([C@@H](C)CO)C(=O)c2cc(Br)cnc2O[C@H]1CN(C)C(=O)c1ccncc1	-1%
CCOc1ccccc1CNC(=O)c1ccc2c(c1)N(Cc1ccc(C)cc1)CCS2	-3%
Cc1ccc(-c2ccc(CN3C(C)C(=O)N(Cc4cn(Cc5ccco5)nn4)CCS3(=O)=O)cc2)cc1 (stereo not drawn)	-5%
CCOc1cc2ccccc2cc1C(=O)Nc1ccccn1	-10%
COCC(=O)Nc1ccc2c(c1)[C@@H]1C[C@H](CC(=O)OC)O[C@H](CO)[C@@H]1O2	-1%
COc1ccc(CNC(=O)C2(C)Cc3c(-c4ccc5c(c4)OCO5)ccnc3O2)cc1OC (stereo not drawn)	-2%
C[C@@H]1CCCCO[C@H](CN(C)C(=O)Nc2ccc3c(c2)OCO3)[C@@H](C)CN([C@H](C)CO)C(=O)c2cc(NS(=O)(=O)c3ccc(F)cc3)ccc2O1	-1%
COc1ccc2c(c1)c1c(c(=O)n(-c3ccccc3C)c(=O)n1CC(=O)NCc1ccc(C)cc1)n2C	0%
COCCCNC(=O)c1ccc(-c2c(C)noc2C)c2ccoc12	5%
O=C(O)C(=Cc1ccncc1)c1cccc2ccccc12	0%
Cc1nnc2n(C)c(=O)c3c4c(sc3n12)COC(C)(C)C4	3%
COc1ccc(-n2ccnc2SCC(=O)Nc2ccc(F)cc2F)cc1	4%
CCc1ccc(-c2nc(CSCC(=O)N3CCN(c4ccc(F)cc4)CC3)c(C)o2)cc1	2%
COc1cc(OC)c(NS(=O)(=O)c2ccc3c(c2)NC(=O)CCS3)cc1Cl	4%
Cc1ccc2c(c1)c1c(c(=O)n(-c3ccccc3C)c(=O)n1CC(=O)c1ccc(Cl)cc1)n2C	-2%
CC1(C(=O)NCc2cccnc2)CCN1C(=O)Cc1cccs1 (stereo not drawn)	-5%
CCCCN(C)C(=O)c1ccc2c(c1)NC(=O)C(CC(C)C)N2 (stereo not drawn)	0%
Cc1ccc(C(=O)N2CCc3cc(CNC(=O)CSc4ccccc4)ccc32)cc1	0%
COc1ccccc1C(=O)c1ccccc1C(=O)c1ccccc1	5%
CCN(CC)C(=O)C1=C(C)N(CCCOC)C(=O)C(CC(=O)NCc2cccs2)C1 (stereo not drawn)	4%
CCc1nc2ccc(C(=O)NCc3ccc(OC)cc3)cn2c1N(CC)CCOC	7%
Cn1cccc1C(=O)N1CCC2(CC1)CN(Cc1ccc(C#N)cc1)C2	-8%
CCOc1ccc(NC(=O)c2cnc(N3CCCCC3)c3ccccc23)cc1	-8%
CCOC(=O)OCC(=O)C1(O)CCC2C3CCC4=CC(=O)CCC4(C)C3C(O)CC21C (stereo not drawn)	-5%
COc1cc(NC(=O)Cn2c(=O)n(Cc3ccccc3Cl)c(=O)c3cc(OC)c(OC)cc32)cc(OC)c1	-3%
COc1cc2[nH]c(C)c(CCN3CCN(c4ccccc4)CC3)c2cc1OC	0%
CCOC(=O)c1cnc2c(C(F)(F)F)cccc2c1Nc1cccc(C(=O)OC)c1	-3%
COc1ccc(NC(=O)N(C)C[C@H]2OCCCC[C@H](C)Oc3ccc(NS(=O)(=O)c4cn(C)cn4)cc3C(=O)N([C@H](C)CO)C[C@@H]2C)cc1	-13%
COc1ccccc1Cc1nc2ccccc2[nH]c1=O	11%
O=C(NCc1ccccc1)c1cccc(N2CCCS2(=O)=O)c1	5%
CN1CCN(c2ccc(CNC[C@H]3O[C@@H](n4cnc5c(=O)[nH]c(N)nc54)[C@H](O)[C@@H]3O)c(F)c2)CC1	-13%
CCCN(CCC)C(=O)Cn1nnc2sc(-c3ccccc3)cc2c1=O	5%
CCc1ccc(NC(=O)C2CCN(S(=O)(=O)c3cccc(-c4noc(C)n4)c3)CC2)cc1	-7%
CN(C)S(=O)(=O)c1ccc(C(=O)N(Cc2cccnc2)c2nc3c(F)cc(F)cc3s2)cc1	-1%[15.4 µM]
CCOC(=O)c1ccccc1NC(=O)N(C(C)C)C1CCN(C(C)=O)CC1	-1%
Cc1ccc(-n2nc3c(N4CCCC(C(=O)NCCc5ccccc5)C4)nnc(C)c3c2C)cc1 (stereo not drawn)	-10%
CN(C)c1ccc(CC(=O)N2CCCCC2c2cc(C(=O)Nc3ccccc3Cl)no2)cc1 (stereo not drawn)	1%

Later entries.
SMILES	TbPYK inhibitor
CCC(C(=O)NCCC(C)C)N(C(=O)Cn1nnc(-c2ccc(C)cc2)n1)c1cccc(O)c1 (stereo not drawn)	-1%
CC(C)(C)c1ccc(NC(=O)CSc2nnc3scc(-c4ccccc4)n23)cc1	2%
COc1ccc(Cl)cc1S(=O)(=O)NC(C)C(=O)NCCN1CCOCC1 (stereo not drawn)	-9%
COCC(=O)N(C)C[C@@H]1Oc2ncc(Br)cc2C(=O)N([C@@H](C)CO)C[C@H]1C	-5%
COc1ccccc1C1NC(=O)c2n[nH]c(-c3cccs3)c21 (stereo not drawn)	-3%
CCCc1nc2c3ccccc3ccn2c1Cc1ccc(C)cc1	-1%
CC1(c2nnc(-c3ccncc3)o2)CC(c2ccc(Cl)cc2)=NO1 (stereo not drawn)	4%
Cc1nc2c3cccnc3nn2c(C)c1CCC(=O)NCc1ccccc1Cl	2%
Cc1sc2c(c1C)c(=O)n(CCc1ccccc1)c(=O)n2Cc1ccc(F)cc1	6%
O=C1CCCc2cc(S(=O)(=O)N3CCCC(C(=O)NCc4ccccc4Cl)C3)ccc2N1 (stereo not drawn)	-14%
COc1ccc(/C=C2\SC(=S)N(CCCC(=O)N3CCOCC3)C2=O)cc1	-10%
O=C(NCc1ccc(Cl)cc1)c1cnc2sc(N3CCCCCC3)nn2c1=O	-1%
CCN1C(=O)CC(SC2CC(=O)N(CC)C2=O)C1=O (stereo not drawn)	-4%
CCc1ccc(CNC(=O)c2cnc3sc(N4CCCCC4)nn3c2=O)cc1	-4%
COCC1=C(C(=O)OC(C)OC(=O)OC(C)C)N2C(=O)C(NC(=O)/C(=N/OC)c3csc(N)n3)[C@H]2SC1 (stereo partly drawn)	-10%
CCOC(=O)C1CCN(c2cc(C)nc3c(-c4ccccc4OC)c(C)nn23)CC1	1%
CCc1nc2ccc(C(=O)NCCCN(C)C)cn2c1N(C)Cc1ccc(OC)cc1	-2%
Nc1nnc2cc(Cl)ccc2n1	-3%
Cc1cc(CSc2ccc(Cl)cc2)ccc1N	0%
CC(=O)c1ccc(N2CCN(S(=O)(=O)c3ccc4c(c3)C(Cl)(Cl)C(=O)N4)CC2)cc1	-19%
COc1cccc(C(C)(O)c2nc(-c3ccc4c(c3)OCO4)cs2)c1 (stereo not drawn)	4%
COc1ccc(N2CC3=C(C2=O)C(c2ccc(O)c(OC)c2)NC(=O)N3C)cc1 (stereo not drawn)	-3%
COc1cc(NC(=O)c2cnn(-c3cccc(F)c3)c2C2CCNCC2)cc(OC)c1OC	-4%
Cc1ccc(C)c(NC(=O)c2nn(C)c3c2CS(=O)(=O)c2ccccc2-3)c1	1%
CC1CCc2onc(C(=O)N3CCN(c4cccc(Cl)c4)CC3)c2C1 (stereo not drawn)	-7%
O=C(Cn1c(=O)nc(-c2ccccc2)c2cc(Cl)ccc21)NCCc1ccccc1	0%
C[C@@H]1CN([C@@H](C)CO)C(=O)CCCn2nncc2CO[C@@H]1CN(C)C(=O)CCC(F)(F)F	3%
CCSc1nc(=O)c2c(n1C)NC(=O)CC2c1ccc(O)cc1OC (stereo not drawn)	-3%
Cc1cc(Cl)ccc1NS(=O)(=O)c1c(C(=O)N2CCC(C)CC2)c(C)n(C)c1C	-8%
CN(C)c1ccc(NC(=O)CSC2=Nc3ccccc3C3=NC(CC(=O)NCc4ccccc4)C(=O)N23)cc1 (stereo not drawn)	-11%
COc1ccc(CCNC(=O)c2c(O)c3c([nH]c2=O)CCCC3)cc1OC	0%
COc1ccc(-c2noc(-c3ccc(N4CCCCC4)c([N+](=O)[O-])c3)n2)cc1	-3%
Cn1c2c(c(=O)n(C)c1=O)C(c1ccccc1[N+](=O)[O-])CC(=O)N2 (stereo not drawn)	3%
CSc1nc(S(=O)(=O)c2ccc(C)cc2)c(N2CCOCC2)s1	-13%
C[C@H]1CN([C@@H](C)CO)C(=O)CCCn2cc(nn2)CO[C@@H]1CN(C)S(=O)(=O)c1ccccc1C#N	8%
COc1ccc(NCc2cccn2-c2nnc(N3CCCCCC3)s2)cc1	-2%
CC1=C(C(=O)Nc2ccccc2)C(c2ccccc2C)n2nc(SCC(=O)c3ccc(C)cc3)nc2N1 (stereo not drawn)	-7%
COc1ccc(-c2nc(S(=O)(=O)c3ccc(C)cc3)c(NCc3ccccc3)o2)cc1	0%
CC(=O)c1ccc(S(=O)(=O)N2CCN(c3ccnc4cc(Cl)ccc34)CC2)cc1	7%
c1cc2c3c(cccc3c1)NN=N2	-11%
CCCCN(C)C(=O)Cn1c(C2CC(=O)N(c3ccc(C)cc3)C2)nc2ccccc21 (stereo not drawn)	0%
Cc1ccc(C)c(N2CCN(S(=O)(=O)c3ccc(-c4coc(C)n4)cc3)CC2)c1	-5%
Cc1cccc(NC(=O)Cn2c(=O)n(Cc3ccc4c(c3)OCO4)c(=O)c3ccccc32)c1	1%
Cn1c(=O)[nH]c(=O)c2c1nc(Br)n2Cc1ccc(Cl)cc1	-8%
CC(Nc1nc(-c2cccnc2)nc2ccccc12)c1ccccc1 (stereo not drawn)	-12%
COc1cc(CN(C(=O)Nc2cccc(Cl)c2)c2ccccn2)cc(OC)c1OC	1%
CCCCCCn1cc(CN2CC(N3CCCCC3)CS2(=O)=O)nn1 (stereo not drawn)	-13%
COC(=O)c1ccc(CSc2ccc3nnc(-c4ccc(OC)c(OC)c4)n3n2)o1	-24%
COc1cccc(-n2c(-c3ccco3)nc3c(cnn3-c3ccc(C)cc3)c2=O)c1	2%
Cc1ccccc1C(=O)N1CCC(N2CCN(Cc3ccc(F)cc3)C(=O)C2=O)CC1	-1%

A section of the results above, for reference:
SMILES	TbPYK inhibitor
CCCCN(C)C(=O)Cn1c(C2CC(=O)N(c3ccc(C)cc3)C2)nc2ccccc21 (stereo not drawn)	0%
Cc1ccc(C)c(N2CCN(S(=O)(=O)c3ccc(-c4coc(C)n4)cc3)CC2)c1	-5%

Next section:
SMILES	TbPYK inhibitor
CC(C)(C)NC(=O)CN(C(=O)CCC(=O)Nc1nccs1)c1ccccc1F	-5%
Cc1cc(C)n2nc(C(=O)NCc3ccco3)nc2n1	3%
O=C(NCc1ccc(Cl)cc1)N1CCN(C(=O)c2ccccc2)CC1	6%
CC1=C(C(=O)Nc2ccccc2)C(c2ccccc2C)n2ncc(C(=O)Nc3ccccc3)c2N1 (stereo not drawn)	-2%
COc1ccc(C(O)c2nc(-c3cccc(O)c3)cs2)cc1 (stereo not drawn)	-7%
Cc1ccc(CNC(=O)C2CCCN(c3nnc(-n4c(C)ccc4C)s3)C2)cc1 (stereo not drawn)	-8%
COc1ccc(-n2c(=O)c(-c3ccc(F)cc3)nc3cnc(OC)nc32)cc1	0%
Cc1ccc(CN2CC(N3CCCC3)CS2(=O)=O)cc1 (stereo not drawn)	0%
CCCCCCN1C[C@H](n2cc(C3CC3)nn2)[C@@H](O)C[C@@H]1c1ccc(Cl)cc1	2%

Entries listed so far with fluorine, in the order listed:
SMILES	TbPYK inhibitor
C[C@@H]1CCCCO[C@H](CN(C)C(=O)Nc2ccc3c(c2)OCO3)[C@@H](C)CN([C@H](C)CO)C(=O)c2cc(NS(=O)(=O)c3ccc(F)cc3)ccc2O1	-1%
COc1ccc(-n2ccnc2SCC(=O)Nc2ccc(F)cc2F)cc1	4%
CCc1ccc(-c2nc(CSCC(=O)N3CCN(c4ccc(F)cc4)CC3)c(C)o2)cc1	2%
CCOC(=O)c1cnc2c(C(F)(F)F)cccc2c1Nc1cccc(C(=O)OC)c1	-3%
CN1CCN(c2ccc(CNC[C@H]3O[C@@H](n4cnc5c(=O)[nH]c(N)nc54)[C@H](O)[C@@H]3O)c(F)c2)CC1	-13%
CN(C)S(=O)(=O)c1ccc(C(=O)N(Cc2cccnc2)c2nc3c(F)cc(F)cc3s2)cc1	-1%[15.4 µM]
Cc1sc2c(c1C)c(=O)n(CCc1ccccc1)c(=O)n2Cc1ccc(F)cc1	6%
COc1cc(NC(=O)c2cnn(-c3cccc(F)c3)c2C2CCNCC2)cc(OC)c1OC	-4%
C[C@@H]1CN([C@@H](C)CO)C(=O)CCCn2nncc2CO[C@@H]1CN(C)C(=O)CCC(F)(F)F	3%
Cc1ccccc1C(=O)N1CCC(N2CCN(Cc3ccc(F)cc3)C(=O)C2=O)CC1	-1%
CC(C)(C)NC(=O)CN(C(=O)CCC(=O)Nc1nccs1)c1ccccc1F	-5%
COc1ccc(-n2c(=O)c(-c3ccc(F)cc3)nc3cnc(OC)nc32)cc1	0%
